D2 agonist: D2 dopamine receptor (human) agonism | HEK293 T-REx D2 cells, calcium flux agonist mode | hit rate 0.53% among 340,000 | activation, % at 2 µM | AID 485358;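 active means activation over 3 SD above normal in the single-dose calcium agonist read, cut at about 30% in these data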; further: 0% is about no effect
Target sequence (P14416 whole entry, looked up): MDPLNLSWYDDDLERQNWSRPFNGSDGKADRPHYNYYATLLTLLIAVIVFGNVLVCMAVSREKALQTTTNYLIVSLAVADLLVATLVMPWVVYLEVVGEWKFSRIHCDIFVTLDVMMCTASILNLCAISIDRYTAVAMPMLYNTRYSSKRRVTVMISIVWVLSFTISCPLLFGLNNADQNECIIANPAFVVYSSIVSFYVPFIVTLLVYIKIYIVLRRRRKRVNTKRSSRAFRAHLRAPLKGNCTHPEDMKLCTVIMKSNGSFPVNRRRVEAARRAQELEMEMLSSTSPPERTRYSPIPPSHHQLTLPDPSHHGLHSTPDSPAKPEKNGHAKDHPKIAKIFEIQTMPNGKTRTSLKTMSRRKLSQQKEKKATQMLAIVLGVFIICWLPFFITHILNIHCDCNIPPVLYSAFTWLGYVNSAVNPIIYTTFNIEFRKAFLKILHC
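Calcium-flux readout, 1 cycle/sec over 180 s following compound pin transfer, in inducible HEK293 Trex D2 cells (force-coupled); dopamine controls included. Positive calcium responses during this window marked compounds as potential agonists.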
D1 agonist: human D1 receptor agonism | P21728 | AID 504660 | HEK293 T-REx D1 cells, calcium flux, agonist mode | activation, % at 2 µM | hit rate 1% among 360,000; further: 0% is about no effect
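Tetracycline-induced HEK293 TREx D1 cells, force-coupled to calcium signalling, were dye-loaded with a no-wash calcium kit. Compound was pin-added after a 10 s baseline. Fluorescence was read kinetically at 1 cycle/s for 180 s, with calcium rises flagged as agonism.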
D2 antagonist: antagonists of human D2 dopamine receptor; HEK293 TREx D2 cells, calcium flux, dopamine EC80; hit rate 2% among 340,000; AID 485344; P14416; inhibition, % at 10 µM; in the data active means inhibition above about 30%; further: 0% is about no effect
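Read-out: kinetic calcium fluorescence (1 cycle/s) in inducible HEK293 T-REx D2 cells after an EC80 dopamine addition that followed 180 s compound preincubation. Loss of the dopamine response indicates antagonism.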
D1 antagonist: blocks dopamine activation of the human D1 receptor; P21728; HEK293 TREx D1 cells, calcium flux, dopamine EC80; stronger effect = lower value; activity change, negative = inhibition, % at 10 µM; hit rate 3.2% among 360,000; in the data active means activity change below about -30%; further: on the % scale 0 is the no-effect control and ±100 the full control effect
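Allosteric or orthosteric antagonism assessed as attenuation of the calcium response to EC80 dopamine, added 180 s after compound, in induced HEK293 Trex D1 cells loaded with no-wash calcium dye.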
TRHR agonist: activates the human TRH receptor. TRHR cells, calcium flux fluo-8, FDSS agonist mode. activation, % at 2 µM. hit rate 0.18% among 360,000. AID 493084; further: 0% is about no effect
Target sequence (P34981 whole entry, looked up): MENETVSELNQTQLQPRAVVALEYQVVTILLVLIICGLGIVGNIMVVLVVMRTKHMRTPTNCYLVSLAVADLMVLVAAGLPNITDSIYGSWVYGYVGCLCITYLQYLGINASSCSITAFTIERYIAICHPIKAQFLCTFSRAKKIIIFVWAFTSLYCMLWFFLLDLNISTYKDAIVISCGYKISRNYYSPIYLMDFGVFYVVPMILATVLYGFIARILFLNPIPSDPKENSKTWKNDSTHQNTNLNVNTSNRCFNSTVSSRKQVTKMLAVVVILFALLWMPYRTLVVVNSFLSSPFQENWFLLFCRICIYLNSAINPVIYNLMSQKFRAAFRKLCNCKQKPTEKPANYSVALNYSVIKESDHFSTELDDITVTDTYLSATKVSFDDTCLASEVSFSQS
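TRHR-expressing cells, plated overnight in medium with 10% serum, were loaded with fluo-8 calcium dye at room temperature. After a 10 s baseline, library compound was pin-added and calcium release was recorded kinetically (ex 480/em 530) as agonist response.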
D2 potentiator: positively modulates the human D2 dopamine receptor allosterically. hit rate 0.34% among 340,000. HEK293 T-REx D2, calcium flux, EC20 dopamine potentiation. potentiation, % at 10 µM. AID 485347;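 active means potentiation over 3 SD above the plate norm, cut at about 30% in these data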; further: 0% is about no effect
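Calcium flux readout, no-wash dye, 1 read/s. Inducible HEK293 Trex D2 line, overnight 30 C. Compound alone 180 s (agonist flags), then EC20 dopamine, another 180 s to score potentiation.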
TRHR enhancer: TRH receptor (human) allosteric enhancement; AID 493056; hit rate 0.66% among 360,000; TRHR cells, fluo-8 calcium fluorescence, EC20 TRH enhancement; P34981; enhancement, % at 2 µM; in the data active means enhancement above about 30%; further: 0% is about no effect
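Enhancer read-out: after compound pinning and an initial kinetic agonist-mode read, an EC20 of TRH (10 nM final) was injected and fluo-8 calcium signal (Ex 480/Em 530) followed at 1 s/cycle for 100 cycles in TRHR-expressing cells.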
D1 PAM: human D1 dopamine receptor positive modulation; P21728; HEK293 TREx D1 cells, calcium flux, dopamine EC20 potentiation; AID 504651; hit rate 0.036% among 360,000; potentiation, % at 10 µM; in the data active means potentiation above about 30%; further: 0% is about no effect
RXFP1 antagonist: blocks the human relaxin receptor RXFP1; Q9HBX9; HEK293-RXFP1, relaxin-stimulated cAMP HTRF, 30 min; stronger effect = lower value; activity change, negative = inhibition, % at 57.5 µM; hit rate 0.59% among 350,000; AID 1259400;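 active means activity change of -60% or lower, but not beyond a set lower limit; inconclusive means change between -60% and -40%, or beyond the set limit; inactive means change above -40%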; further: on the % scale 0 is the no-effect control and ±100 the full control effect
* = called active by the depositor; ? = inconclusive; · = no result given; & = joins results of further samples. Unless noted, no stated cut-off is given here; in the data, active means activation above about 30%; inactive means the rest. Compounds as they come. About 7.3% of those tested had a hit in this group.

SMILES	D2 agonist	D1 agonist	D2 antagonist	D1 antagonist	TRHR agonist	D2 potentiator	TRHR enhancer	D1 PAM	RXFP1 antagonist
Cc1ccc(NC(=O)c2cc(S(=O)(=O)N3CCC4(CC3)OCCO4)ccc2F)cc1	0.2	3.8	8.7	-1.5	0.2	-1.6	-1.2	-3.1	21.0
O=C(c1ccc(OC2CCN(Cc3cccc(F)c3)CC2)cc1)N1CCCCC1	0.2	4.3	-13.0	-6.2	-0.2	-10.0	7.7	-2.7	-24.7
CCC1Sc2ccc(S(=O)(=O)CCC(=O)Nc3ccc(OC(F)(F)F)cc3)cc2NC1=O (configuration not stated)	-1.6	7.8	-13.0	3.3	1.1	-2.6	0.1	-1.1	-3.3
CCn1nnnc1SCC(=O)Nc1ccc(F)cc1	0.8	-2.3	-21.6	24.5	0.4	-10.0	1.1	9.2	-12.3
CCNC(=O)CC1C(=O)N(c2cccc(OC)c2)C(=O)N1Cc1ccc(OC)c(OC)c1 (configuration not stated)	0.2	3.0	·	-2.0	0.6	-4.6	-5.9	0.8	·
COC(=O)c1ccc(NC(=O)C2CC2)o1	-0.2	2.2	-31.7	-1.7	1.0	12.1	8.2	-1.2	0.5
Oc1cc(NCc2ccc(F)cc2)cc2cccnc12	·	4.0	·	-19.9	-0.2	·	-6.3	-5.5	·
CCC(C)c1ccccc1OCCCN(C)Cc1ccccc1 (configuration not stated)	1.0	4.1	34.6*	-23.1	0.4	-24.3	2.0	-5.8	-35.7
CN1CCCCC1=NCCCn1cnc2c1c(=O)n(C)c(=O)n2C	0.2	2.4	13.8	-1.7	0.1	-11.1	2.9	8.7	15.5
CC(C)c1nc(SCC(=O)NC2CCCC2)c2ccccc2n1	-0.5	-1.2	-17.5	1.0	-1.3	26.7	4.0	0.8	17.9

Reprinted from the part before: 2 compounds; new compounds follow.
SMILES	D2 agonist	D1 agonist	D2 antagonist	D1 antagonist	TRHR agonist	D2 potentiator	TRHR enhancer	D1 PAM	RXFP1 antagonist
CN1CCCCC1=NCCCn1cnc2c1c(=O)n(C)c(=O)n2C	0.2	2.4	13.8	-1.7	0.1	-11.1	2.9	8.7	15.5
CC(C)c1nc(SCC(=O)NC2CCCC2)c2ccccc2n1	-0.5	-1.2	-17.5	1.0	-1.3	26.7	4.0	0.8	17.9
Cc1cccc(C(=O)N2CCc3cc(CNS(=O)(=O)c4cccs4)ccc32)c1	·	7.7	·	-32.4*	-0.6	-1.4	0.7	-0.7	2.8
CCc1c(OC(C)=O)c2ccccc2n(C)c1=O	0.5	2.5	-15.9	5.7	0.0	9.8	0.7	0.3	·
COc1ccc2c(c1)c(=O)oc1c(C)c(OC(C)C(=O)N[C@@H](Cc3c[nH]c4ccc(O)cc34)C(=O)O)ccc12 (some centres not stated)	-0.5	2.4	3.3	-3.0	-1.2	1.0	-0.5	-4.5	·
O=C(c1ccc2ccccc2c1)C1CCCN(C(=O)c2cccnc2)C1 (configuration not stated)	0.5	0.9	8.3	-5.3	-0.3	-1.3	-2.9	-3.4	-8.5
O=C(NC1CCCc2ccccc21)c1ccc([N+](=O)[O-])cc1 (configuration not stated)	-0.5	0.6	9.5	8.1	-1.0	11.0	-4.4	-10.3	5.7
O=C(N/N=C/c1ccc(OC(=O)c2ccco2)cc1)c1ccccn1	0.8	0.3	-1.1	-2.4	0.3	13.0	-1.1	1.9	-20.5
COc1cccc(Nc2n[nH]c(=S)s2)c1	-0.4	0.2	-11.8	6.5	0.1	-1.7	3.1	-7.5	?
Cc1cc(=O)n2c(nc3ccccc32)[nH]1	-1.4	1.0	4.0	1.6	0.4	2.4	0.7	-3.1	2.6
CC(C)(C)c1nc(SCC(=O)N2CCCC2)c2ccccc2n1	-0.1	1.6	1.0	-12.2	0.1	-10.6	0.2	-0.1	-10.9
O=C(Nc1c2c(nn1-c1cccc(Cl)c1)CS(=O)(=O)C2)c1ccco1	0.7	2.6	0.3	8.5	0.8	7.0	-1.4	-2.8	7.4
C=CC(=O)N=c1sc2ccccc2n1-c1ccccc1	4.7	3.3	6.5	-4.9	0.7	22.8	4.0	0.8	-13.3
CCCCN(C(=S)Nc1ccc(F)cc1)c1c(N)n(CCC)c(=O)[nH]c1=O	0.2	-0.7	10.2	2.4	0.4	4.5	-0.5	1.1	-7.6
COc1ccc(N2C(=O)NC3CC2(C)Oc2ccc(Br)cc23)cc1OC (configuration not stated)	1.1	3.3	-0.2	-8.6	-0.1	3.9	-3.7	4.1	-3.3
COc1ccc(NS(=O)(=O)c2nnc(NC(=O)c3ccccc3F)s2)cc1	0.9&0.4	0.2&0.0	4.2	-19.2&4.9	0.4&0.2	7.5&5.0	3.2&-0.6	-8.6&-3.1	-22.7
CC(C)(C)OC(=O)NCCCCCNC(=O)c1[nH]cnc1C(=O)N[C@@H](CCCCNC(=O)OC(C)(C)C)C(=O)OC(C)(C)C	0.7	2.3	9.2	10.5	0.3	-7.7	-7.0	-4.6	·
O=C1CSC(c2ccc(Cl)cc2)N1 (configuration not stated)	-0.7	4.5	-19.3	7.5	-0.2	19.3	-0.4	-4.3	-16.9
Cc1ccc(OC(=O)c2cccnc2)cc1	-0.1	1.6	-5.0	-17.1	-0.2	-5.6	16.5	-4.0	0.4
O=C(/C=C/Nc1ccc(Nc2ccccc2)cc1)c1cccs1	-1.4	18.5	-16.8	-18.7	-0.5	20.3	-3.3	-7.8	-36.6
N#C/C(=C/c1ccc(N2CCOCC2)o1)c1ccc(Br)cc1	·	28.8	·	-9.9	18.2	·	4.6	-6.4	?
NC(=O)c1c(/N=C/c2cccs2)sc2c1CCCC2	-1.6	0.7	-4.3	0.1	-0.4	2.6	-2.5	-7.9	-1.7
Cc1ccc(CCNC(=O)C2CCCN(S(=O)(=O)c3c(C)noc3C)C2)cc1 (configuration not stated)	-0.2	2.5	1.0	-7.8	-0.1	-4.0	-15.6	-8.2	2.4
Cc1ccc(C(=O)NNC(=O)CSc2nnc(C3CC3)n2C)cc1	-0.1	0.2	-18.9	-2.0	-0.2	7.5	3.7	-5.0	4.5
COCCNC(=O)CCCCCNS(=O)(=O)c1ccc(C)cc1	0.0	-0.1	5.0	-4.8	0.2	-1.0	2.4	-2.4	0.4
O=C(c1ccc([N+](=O)[O-])cc1)N1CCC(Cc2ccccc2)CC1	-0.4	6.7	17.9	-19.8	-1.1	1.4	11.0	-5.6	-4.3
COc1cccc(C(=O)Nc2ccc(S(=O)(=O)N3CCN(C)CC3)cc2)c1	·	3.2	·	-8.8	0.0	·	-1.5	·	-8.8
CC(Oc1ccccc1)C(=O)OCC(=O)Nc1sccc1C(N)=O (configuration not stated)	-0.3	13.5	-0.7	-34.2*	0.0	19.1	-1.1	-2.8	-4.4
C/C(=N\N=C(N)N)c1ccc(Cl)cc1Cl	0.1	12.9	-30.7	-35.8*	1.4	-10.5	4.5	-9.8	-16.7
O=C(NC1CCCc2ccccc21)C1CCN(S(=O)(=O)c2ccccc2F)CC1 (configuration not stated)	-0.2	6.3	11.8	-6.0	0.1	-7.8	-10.2	2.9	2.2
COc1cccc(C(=O)COC(=O)C2CC(=O)N(c3ccc(Oc4ccccc4OC)cc3)C2)c1 (configuration not stated)	2.0	7.4	1.0	-6.0	1.2	2.2	-0.9	0.4	-9.1
Cc1ccccc1NC(=O)Nc1cnccn1	-0.1	0.0	-5.2	-16.8	-0.2	-0.2	0.0	1.7	-4.9
Nc1ncc(S(=O)(=O)c2ccc(Cl)cc2)c(N)n1	0.3	3.8	-3.6	27.5	-0.2	2.5	5.5	-0.8	4.0
Cc1ccc(S(=O)(=O)Nc2ccc(Cl)cc2)cc1NC(=O)c1cc2c(s1)CCCC2	0.6	-1.8	-8.9	8.7	0.3	6.7	32.2*	1.9	?
Cc1cc(C)c2[nH]c(=O)c(CN(Cc3ccco3)C(=O)C3CCCO3)cc2c1 (configuration not stated)	-1.8	-0.1	3.4	0.1	-0.4	-6.7	-1.9	3.2	-8.7
NC(=O)COc1ccc(/C=N/NC(=O)C2CCCN2S(=O)(=O)c2ccc(Cl)cc2)cc1 (configuration not stated)	-0.1	0.8	-8.7	-10.8	0.8	-1.6	9.3	7.3	-2.7
O=C(NCc1ccccc1)c1csc2c1CCCCC2	·	0.2	·	-1.4	-0.8	·	8.9	-8.7	1.1
CC(=O)c1ccc(OCCOc2ccc(C#N)cc2)cc1	·	8.9	·	-9.1	-0.1	·	-7.7	-2.0	4.1
Cn1c2ccccc2c2cnn(CC(=O)O)c(=O)c21	0.9	2.6	-10.4	26.0	0.5	5.9	4.7	-10.2	3.5
CCCn1c(NC(=O)CN2C(=O)NC3(CCCCC3)C2=O)nc2ccccc21	1.6	-1.2	-3.0	12.1	0.0	16.6	-6.4	4.8	2.2
CCOC(=O)c1cccc(NC(=O)CCc2c(C)nn(-c3ccc(N4CCCC4)nn3)c2C)c1	-0.2	1.1	·	-20.8	-0.5	-8.0	-8.5	-6.8	3.7
Cc1ccccc1OCC(=O)NNC(=O)c1cc(S(=O)(=O)N(C)C)ccc1N1CCCC1	-1.0	1.5	-12.3	10.8	-0.5	-6.0	4.0	-4.2	9.5

Structures above that contain two or more sulfur atoms, in the order listed:
SMILES	D2 agonist	D1 agonist	D2 antagonist	D1 antagonist	TRHR agonist	D2 potentiator	TRHR enhancer	D1 PAM	RXFP1 antagonist
CCC1Sc2ccc(S(=O)(=O)CCC(=O)Nc3ccc(OC(F)(F)F)cc3)cc2NC1=O (configuration not stated)	-1.6	7.8	-13.0	3.3	1.1	-2.6	0.1	-1.1	-3.3
Cc1cccc(C(=O)N2CCc3cc(CNS(=O)(=O)c4cccs4)ccc32)c1	·	7.7	·	-32.4*	-0.6	-1.4	0.7	-0.7	2.8
COc1cccc(Nc2n[nH]c(=S)s2)c1	-0.4	0.2	-11.8	6.5	0.1	-1.7	3.1	-7.5	?
COc1ccc(NS(=O)(=O)c2nnc(NC(=O)c3ccccc3F)s2)cc1	0.9&0.4	0.2&0.0	4.2	-19.2&4.9	0.4&0.2	7.5&5.0	3.2&-0.6	-8.6&-3.1	-22.7
NC(=O)c1c(/N=C/c2cccs2)sc2c1CCCC2	-1.6	0.7	-4.3	0.1	-0.4	2.6	-2.5	-7.9	-1.7
Cc1ccc(S(=O)(=O)Nc2ccc(Cl)cc2)cc1NC(=O)c1cc2c(s1)CCCC2	0.6	-1.8	-8.9	8.7	0.3	6.7	32.2*	1.9	?
